Screening data as filed in PubChem BioAssay.
TDP1 inh – TDP1 (human) enzyme inhibition; Q9NUW8; recombinant TDP1, AlphaScreen DNA substrate cleavage; Potency, µM (series often up to 130 µM), for the others: at the top dose activity change, negative = inhibition, most hits filed as inhibitors; 0.28% of 350,000 active; AID 485290; further: nearly all actives have a fitted effect of over 40% in size
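AlphaScreen read-out: signal falls as enzyme removes the 3' tyrosine-FITC from a 5'-biotinylated DNA oligo (15 nM, 5 min, RT). Enzyme was E. coli-made recombinant Tdp1 at 1 nM, exposed to compound for 15 min beforehand; beads 10 ug/ml, 10 min.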
KAT2A inh – blocks human GCN5L2 histone acetyltransferase; GCN5L2 HAT assay, ThioGlo1 CoA-SH fluorescence; Potency, µM (doses to about 58.9 µM), inactives show at the highest dose activity change, negative = inhibition, usual class: inhibitors; 0.21% of 390,000 active; AID 504327
Target sequence (Q92830 whole entry, looked up): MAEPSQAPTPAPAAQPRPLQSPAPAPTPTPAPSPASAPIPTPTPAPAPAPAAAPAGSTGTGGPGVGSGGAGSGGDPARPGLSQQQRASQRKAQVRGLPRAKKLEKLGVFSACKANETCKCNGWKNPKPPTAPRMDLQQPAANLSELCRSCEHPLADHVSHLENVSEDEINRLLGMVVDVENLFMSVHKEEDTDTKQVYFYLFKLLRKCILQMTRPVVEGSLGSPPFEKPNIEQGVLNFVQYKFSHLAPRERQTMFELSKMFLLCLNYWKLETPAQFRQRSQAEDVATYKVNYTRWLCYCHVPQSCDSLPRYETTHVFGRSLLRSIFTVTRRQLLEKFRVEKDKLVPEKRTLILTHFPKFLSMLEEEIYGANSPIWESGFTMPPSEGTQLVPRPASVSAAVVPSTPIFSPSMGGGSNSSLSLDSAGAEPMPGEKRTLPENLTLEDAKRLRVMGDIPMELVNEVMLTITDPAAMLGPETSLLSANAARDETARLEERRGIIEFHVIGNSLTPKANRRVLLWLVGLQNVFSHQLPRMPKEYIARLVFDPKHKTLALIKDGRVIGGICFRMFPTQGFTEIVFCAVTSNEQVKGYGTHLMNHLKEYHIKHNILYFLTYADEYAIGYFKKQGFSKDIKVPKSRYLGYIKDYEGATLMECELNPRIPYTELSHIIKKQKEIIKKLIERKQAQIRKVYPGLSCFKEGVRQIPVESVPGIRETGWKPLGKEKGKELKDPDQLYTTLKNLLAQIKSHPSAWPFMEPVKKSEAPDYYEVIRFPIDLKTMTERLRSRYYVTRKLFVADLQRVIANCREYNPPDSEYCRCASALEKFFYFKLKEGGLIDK
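ThioGlo1-coupled HAT assay: 20nM GCN5L2, 70uM acetyl-CoA, 75uM H3(1-25) peptide, pH 7.5. Fluorescence read at 340/540nm at start and after 20 min at room temperature.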
DT40 TDP1 no CPT – qHTS for Inhibitors of human tyrosyl-DNA phosphodiesterase 1 (TDP1): qHTS in cells in absence of CPT; Potency, µM (doses to about 46.2 µM), without a hit: at the top dose activity change, negative = growth inhibition, actives largely listed as inhibitors; DT40 Tdp1-/- hTDP1 cells, no CPT, ATP luminescence, 48 h; 15% of 420,000 active; further: nearly all actives have a fitted effect of over 55% in size
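Chicken DT40 Tdp1-/- cells complemented with human TDP1, screened without camptothecin (DMSO vehicle only), 400 cells/well. Compounds pin-transferred, cells incubated at 37 °C for at least 48 hr. Growth read as ATP-dependent luminescence (CellTiter-Glo, 30 min at RT).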
* = called active by the depositor; ? = inconclusive; . = no result given; & = joins results of further samples; [ ] = another dose, or the depositor's remark. The call rests on the fitted dose curve; in most records, active means well fitted curve in the direction sought with a large enough effect; inconclusive means small, poorly fitted or top-dose-only effect, or another doubt; inactive means no such curve, though single readings can be large; an effect the other way counts as inactive or inconclusive. On the % scale 0 is the no-effect control and ±100 the full control effect; potency means the concentration at half of the fitted maximal effect. Some of the compounds tested; count on the stated rates, not on these rows.

Compound,TDP1 inh,KAT2A inh,DT40 TDP1 no CPT
O=C(O)C(Cc1c[nH]c2ccccc12)NS(=O)(=O)c1ccc(Br)cc1 (stereo unspecified),.,-3%,-8%
Cc1cc(C)cc(N2C(=O)CS(=O)(=O)C23C(=O)N(Cc2ccc(F)cc2)c2ccc(C)cc23)c1 (stereo unspecified),0%,-22%,21µM*
O=C1COc2ccc3ccccc3c21,.,-4%,-25%
C=C(C)CNC(=O)c1ccc(OC2CCN(S(=O)(=O)N(C)C)CC2)cc1,10%,5%,?
CSc1ncccc1C(=O)Nc1ccc2c(c1)OCO2,2%,2%,-16%
CC(C)n1c(N2CCN(C(=O)NCc3ccccc3)CC2)nc2ccccc21,4%,-1%,23µM*
CC(C)(C)NC[C@@H](O)c1ccc(O)c(CO)n1,9%,-13%,.
COc1ccc(S(=O)(=O)NCC2CCCN(C(=O)c3cccnc3C)C2)cc1 (stereo unspecified),?,-5%,-5%
Cc1ccc(N2C(=O)c3ccccc3C2=O)cc1C,8%,-11%,-12%
Cc1ccc(/C=C/C(=O)Nc2cccc3cccnc23)o1,3%,-2%,12µM*
COC(=O)[C@H](CCSC)NC(=O)Cn1ccc(NC(=O)OCc2ccccc2)nc1=O,0%,-2%,-10%
Cc1ccc(C(=O)c2cn(CC(=O)Nc3ccc(C)cc3Cl)c3nc(C)ccc3c2=O)cc1,-1%,-18%,23µM*
Nc1cc(Nc2ccccc2)c2nonc2c1[N+](=O)[O-],.,0%,1%
CCNC(=S)N(CCc1c(C)[nH]c2ccc(Cl)cc12)Cc1cccnc1,.,7%,?
C[C@@H]1CN([C@@H](C)CO)C(=O)c2cc(NS(=O)(=O)c3cccs3)ccc2O[C@H]1CN(C)Cc1ccc(C(F)(F)F)cc1,-1%,-20%,26µM*
CCOC(=O)C1=C(N)OC2=C(C(=O)CC(C)(C)C2)C1c1ccc(CC)s1 (stereo unspecified),-5%,-12%,-15%
Cc1nc(CNC(=O)c2cc(COc3ccc(F)cc3Cl)on2)cs1,3%,1%,?
CSc1ccc(C2c3[nH]c4ccccc4c3CCN2C(=O)c2cc(C)n(C)n2)cc1 (stereo unspecified),4%,-4%,.
COc1cccc(-c2cc(C(=O)NCc3cccs3)no2)c1,.,-1%,-13%
C=CCC1c2cccc(C(=O)OC)c2C(=O)N1c1ccccc1 (stereo unspecified),3%,-8%,?

(cont.)
Compound,TDP1 inh,KAT2A inh,DT40 TDP1 no CPT
O=C(CC1Sc2ncnn2C1=O)Nc1ccccc1 (stereo unspecified),.,0%,15µM*
Cc1cccc(C2=NN(c3ccccc3)[C@@H](C(=O)N3CCOC3=O)[C@@H]2c2ccc(F)cc2)c1,-5%[56.1 µM],32µM*,-12%
CCOC(=O)N1CCN(C(=O)CN(c2ccc(OC)cc2)S(C)(=O)=O)CC1,0%,1%,-1%
COc1cccc(OC)c1C(=O)Nc1nnc(C(C)C)s1,6%,-9%,-12%
O=C(Nc1cccc(Cl)c1)c1nc[nH]c1C(=O)NCCN(CCNC(=O)c1[nH]cnc1C(=O)Nc1cccc(Cl)c1)CCNC(=O)c1[nH]cnc1C(=O)Nc1cccc(Cl)c1,1%,-2%,?
CCCCN1CC(c2nc3ccccc3n2CCCCOc2ccc(C)cc2C)CC1=O (stereo unspecified),9%,-6%,5.8µM*
CC(C)Oc1ccc(CNS(=O)(=O)c2cnc(N)nc2)cc1,-1%,5%,-2%
c1cncc(CNc2ncnc3ccc(-c4ccc5c(c4)OCO5)cc23)c1,3%,-15%&-5%,.
CCCCOC(=O)Nc1ccccc1C(=O)N1CCCC1,-8%,2%,-15%
CCOC(=O)c1c(C)[nH]c(C(=O)OCC(=O)Nc2sccc2C(N)=O)c1C,.,-15%,2.1µM*
CC[C@]12c3[nH]c4ccccc4c3CCN1C(=O)C(CC(=O)NCC13CC4CC(CC(C4)C1)C3)C[C@@H]2C(=O)N1CCN(C(=O)C2CC2)CC1 (stereo partly specified),5%,-6%,5.2µM*
CCOC(=O)c1ccc(NC(=O)c2nc(S(=O)(=O)Cc3ccccc3)ncc2Cl)cc1,8%&5%,-6%&-1%,1.3µM*
CS(=O)(=O)c1ccc(C(=O)NCC(c2ccco2)N2CCCCC2)cc1 (stereo unspecified),1%,-8%,-2%
CCOC(=O)C1=C(CS(=O)(=O)c2ccccc2)NC(=O)NC1c1ccccc1 (stereo unspecified),-1%,-8%,-13%
CCCCOC(=O)c1c(C)oc2c1cc(NS(=O)(=O)c1cc(OC)ccc1OC)c1ccccc12,7%,-12%,21µM*
O=S(=O)(c1cc(F)ccc1F)N1CCC2(CC1)OCCN2S(=O)(=O)c1ccccc1,-7%[0.505 µM],-4%,?
COc1ccccc1N(CC(=O)NC1CCCCC1)S(=O)(=O)c1ccccc1,0%,-2%,?
CC(=O)N(C)c1nc(N)n(-c2ccccc2)n1,4%,-8%,-1%
O=C(OCc1c(-c2ccccc2)ncc2ccccc12)c1ccccc1C(F)(F)F,-2%,-3%,?
Cc1cccn2c(CNCC(C)Oc3cccnc3)c(C(=O)N3CCOCC3)nc12 (stereo unspecified),.,-1%,30%[activator]

Exported with values under each structure: entries from further up.
Every second line gives: TDP1 inh, KAT2A inh, DT40 TDP1 no CPT
- O=C(OCc1c(-c2ccccc2)ncc2ccccc12)c1ccccc1C(F)(F)F
  -2%, -3%, ?
- O=C(Nc1cccc(Cl)c1)c1nc[nH]c1C(=O)NCCN(CCNC(=O)c1[nH]cnc1C(=O)Nc1cccc(Cl)c1)CCNC(=O)c1[nH]cnc1C(=O)Nc1cccc(Cl)c1
  1%, -2%, ?

Remaining list, next part:
Compound,TDP1 inh,KAT2A inh,DT40 TDP1 no CPT
COC(=O)c1c(NC(=O)CN(c2ccc(C)c(C)c2)S(C)(=O)=O)sc2c1CCCC2,4%,-11%,?
COc1ccc(CCNC(=O)COc2ccc(S(=O)(=O)NC3CCCCC3)cc2Cl)cc1OC,8%,-10%,16µM*
Cc1ccc(NC(=O)C2(c3ccccc3)CCOCC2)cc1,2%,0%,?
CC(C)=Cc1oc2ccc([N+](=O)[O-])cc2c1N1CCOCC1,3%,-3%,10%
O=C(c1ccco1)N1CCN(S(=O)(=O)c2ccc(S(=O)(=O)NC3CCCC3)cc2)CC1,4%,-3%,-15%
CCOc1cc(C2C(C#N)=C(N)Oc3n[nH]c(-c4ccccc4)c32)ccc1O (stereo unspecified),4%,?,-15%
CCn1c(SCC(=O)O)nc2ccccc21,0%,0%,4%
COc1ccc(OC)c(NC(=O)c2c(NCc3ccc(N(C)C)cc3)sc3c2CCCC3)c1,11%,-6%,?
COc1ccc(Cl)cc1NC(=S)N1CCCCCC1,2%[56.1 µM],-5%,?
CSc1ccccc1C(=O)Nc1ccc2c(c1)OCCO2,4%,.,-30%
OC(CN1CCCCC1)Cn1c2ccccc2c2cc(Br)ccc21 (stereo unspecified),.,2%,16µM*
COc1cc2c(cc1OC)CN(C(=O)c1ccc(S(=O)(=O)N3CCCCCC3)cc1)CC2,3%,-6%,15µM*
CC(C)Oc1ccc(CNC(=O)CCCN2C(=O)CCn3nc(-c4cccn4C)cc32)cc1,4%,-7%,-20%
COc1ccc(Cl)cc1NC(=S)NC(=O)c1ccco1,1%,0%,-26%
COc1cc2c(cc1OC)C1(CCCC1)CNC2C (stereo unspecified),3%,-2%,-17%
COc1ccc(-c2nnc(SCC(=O)Nc3cccc(C(F)(F)F)c3)nc2-c2ccc(OC)cc2)cc1,6%,-1%,18µM*
Oc1ccccc1C(=S)N1CCN(C(=S)c2ccccc2O)CC1,.,6%,-7%
CCn1c2c(c(=O)n3ncc(C(=O)Nc4ccc(C(=O)OC)cc4)c13)CN(Cc1ccc(OC)cc1)CC2,1%,-12%,?
O=C(/C=C/Nc1ccc(F)c(F)c1)c1ccc(Br)cc1,1%,-3%,-25%
Fc1cccc(Cl)c1CSc1ccc(-c2cccnc2)nn1,5%,-3%,?

New compounds follow
Compound,TDP1 inh,KAT2A inh,DT40 TDP1 no CPT
COc1ccc(-n2ncc(C(=O)NCCN3CCOCC3)c2C2CCN(C(=O)OC(C)(C)C)CC2)cc1,-1%,24%,-18%
CC1(NC(=O)CCc2ccccc2)CCN(CCCc2ccccc2)C1=O (stereo unspecified),0%,-2%,?
CC[C@@]12C(=O)N(c3cccc(Cl)c3)C(=O)N1[C@H](c1cccc(C)c1)[C@@H]1C(=O)N(Cc3ccccc3)C(=O)[C@@H]12,0%,-8%,-41%
Cc1nn(-c2ccccc2)nc1CNC(=O)c1ncoc1-c1ccccc1,0%,-7%,?
O=C(O)/C=C/c1ccc2c(c1)OCCO2,1%,-6%,2%
CCOC(=O)C1(CCc2ccccc2)CCN(C(=O)C2CCOCC2)CC1,.,-14%,?
CCOc1ccc(/C=N/NC(=O)c2ccc(F)cc2)cc1CN1CC2CC(C1)c1cccc(=O)n1C2 (stereo unspecified),2%,-8%,?
COc1cc2c(cc1OC)C(C)N(S(=O)(=O)c1ccc(C)cc1)CC2 (stereo unspecified),.,-10%,?
Cc1ccc2nsnc2c1NC(=O)c1sc2ccccc2c1Cl,3%,-4%,?
CC(C)Oc1ccccc1/C=N/NC(=O)c1ccccc1Cl,.,-3%,12%
CCOc1ccc(NC(=O)CCC(=O)Oc2ccc(C)cc2)cc1,.,-1%,13%
CCOC(=O)N1CCN(c2c(N3CCN(c4ccc(OC)cc4)CC3)c(=O)c2=O)CC1,-4%,-14%,-25%
COc1ccc(Cn2c(O)c(C=Nc3ccccc3C(=O)O)c3ccccc3c2=O)cc1,10%,?,10µM*
CCNS(=O)(=O)c1ccc(NC(=O)Cc2ccc(F)cc2)cc1,3%,-1%,-21%
CCn1c(SCC(=O)Nc2ccccc2)nc2c([nH]c3ccccc32)c1=O,4%,-9%,?
NS(=O)(=O)c1ccc(CNC(=O)c2cccc(Oc3ccccc3)c2)cc1,.,-3%,?
COc1ccc(Cl)cc1-n1c(C)ccc1C,0%,1%,?
CC(C)Oc1cccc(-c2cc(C(=O)N3CCN(S(C)(=O)=O)CC3)c3ccccc3n2)c1,9%,-20%,10µM*
Cc1ccc(-c2onc(C)c2C)cc1S(=O)(=O)N1CCCCC1,-5%,-5%,?
COc1ccc(C(c2nnnn2C2CCCCC2)N2CCN(c3ccccc3)CC2)cc1 (stereo unspecified),7%,-7%,.

Entries shown so far containing a furan ring, fused or not (6):
Compound,TDP1 inh,KAT2A inh,DT40 TDP1 no CPT
Cc1ccc(/C=C/C(=O)Nc2cccc3cccnc23)o1,3%,-2%,12µM*
CS(=O)(=O)c1ccc(C(=O)NCC(c2ccco2)N2CCCCC2)cc1 (stereo unspecified),1%,-8%,-2%
CCCCOC(=O)c1c(C)oc2c1cc(NS(=O)(=O)c1cc(OC)ccc1OC)c1ccccc12,7%,-12%,21µM*
CC(C)=Cc1oc2ccc([N+](=O)[O-])cc2c1N1CCOCC1,3%,-3%,10%
O=C(c1ccco1)N1CCN(S(=O)(=O)c2ccc(S(=O)(=O)NC3CCCC3)cc2)CC1,4%,-3%,-15%
COc1ccc(Cl)cc1NC(=S)NC(=O)c1ccco1,1%,0%,-26%

(further entries)
Compound,TDP1 inh,KAT2A inh,DT40 TDP1 no CPT
O=C(NC1=NCCS1)c1ccccc1,.,-16%,3%
CCOC(=O)Cc1cc(=O)[nH]c(/N=C(\N)Nc2ccc(C)c(C)c2)n1,9%,4%,?
COc1ccc(OCCSc2ncc(CO)n2C)cc1,.,9%,2%
CCCCn1c(N)c(N(CCC(C)C)C(=O)COC(=O)c2cccnc2OCC)c(=O)[nH]c1=O,0%,-1%,15%
O=C1c2sc3nc4n(c(=O)c3c2CCC1Br)CCCCC4 (stereo unspecified),.,-10%,2.9µM*
COCCn1nnnc1C(c1ccc(OC)c(OC)c1)N1CCN(c2nc3ccccc3s2)CC1 (stereo unspecified),5%,-6%,?
O=[N+]([O-])c1ccc(-c2nc(-c3cccs3)c(-c3cccs3)[nH]2)cc1,11%,-4%,12µM*
COc1cccc(CNC(=O)CCC2CCCN(Cc3cc(Cl)ccc3O)C2)c1 (stereo unspecified),5%,0%,-1%
CC(CCc1ccccc1)NC(=O)c1ccncc1 (stereo unspecified),-4%,-7%,-20%
O=[N+]([O-])c1ccccc1CSc1ccccn1,4%,0%,2%
